Compound activity from PubChem BioAssay.
rCAG binder: r(CAG) repeat RNA binding; TO-PRO-1 dye displacement fluorescence; inhibition, % at 3 µM; 370,000 tested, 1.3% active;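 active = inhibition above the plate cutoff, the mean of all test compounds on that plate plus 3 SD, cut at about 35% in these data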;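 also: 0% = DMSO alone and 100% = 100 µM mitoxantrone as full dye displacement; higher means more dye released from RNA so lower well fluorescence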
PG9 binder: small molecules binding HIV-1 gp120 antibody PG9. inhibition, % at 6.7 µM. TR-FRET gp120-PG9 antibody binding. 360,000 tested, 0.43% active; in the data active = inhibition above about 8.5%
ASAP1 GAP inh: ASAP1 ArfGAP inhibition | Q9ULH1 | ASAP1-stimulated ARF1 GTP hydrolysis, GDP FP detection | inhibition, % at 16.5 µM | 360,000 tested, 0.19% active | AID 624377; in the data active = inhibition above about 25%;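 also: 0% = vehicle with enzyme and substrate and 100% = no enzyme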
ARFGAP1 inh: inhibits rat ARF GTPase activating protein 1. 360,000 tested, 0.26% active. inhibition, % at 16.5 µM. AID 651572. Arfgap1-stimulated ARF1 GTP hydrolysis, GDP FP detection. Q62848;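 active = inhibition above a per-plate limit, mean inhibition of low control wells plus 3 SD, cut at about 25% in these data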;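 also: 0% = DMSO wells with enzyme and 100% = wells lacking Arfgap1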
Target sequence (Q62848 1-136 limits assumed): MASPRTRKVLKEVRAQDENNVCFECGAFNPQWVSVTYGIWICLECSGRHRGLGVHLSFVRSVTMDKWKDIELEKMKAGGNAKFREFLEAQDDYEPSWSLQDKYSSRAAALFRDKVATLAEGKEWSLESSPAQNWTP
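Assay system: purified rat His6-Arfgap1 residues 1-136 (GAP domain); Reagent: human Δ17 ARF1 bound to GTP; Dosing: 16.5 µM single point, 1.26% DMSO; Times: GTP hydrolysis reaction 2 h at 25 °C; Signal: FP, GDP Alexa 633 tracer displaced from anti-GDP antibody, 620/688 nm; Measure: % inhibition from polarization.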
GC-A act: GC-A (human) enzyme activation; 370,000 tested, 0.14% active; HEK293 GC-A cells, cGMP TR-FRET, EC30 ANP; 0% at EC30 ANP, 100% saturating ANP; activation, % at 10 µM; AID 1671463; P16066; in the data active = activation above about 40%
SMARCA2 activ: activators of SMARCA2 function; MG213 cells, MMTV-luciferase reporter, dexamethasone, overnight; activation, % at 9.1 µM; 370,000 tested, 1% active; AID 652017; in the data active = activation above about 7.8%;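 also: 0% = vehicle wells and 100% = reference activator wells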
HTRA1 inhibitor: HTRA1 (human) protease inhibition | AID 504803 | 340,000 tested, 0.5% active | inhibition, % at 5.96 µM | recombinant HTRA1, FP-rhodamine activity-based probe, fluorescence polarization; in the data active = inhibition above about 36%;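 also: 0% = enzyme with DMSO and 100% = wells lacking enzyme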
Target sequence (Q92743 whole entry, looked up): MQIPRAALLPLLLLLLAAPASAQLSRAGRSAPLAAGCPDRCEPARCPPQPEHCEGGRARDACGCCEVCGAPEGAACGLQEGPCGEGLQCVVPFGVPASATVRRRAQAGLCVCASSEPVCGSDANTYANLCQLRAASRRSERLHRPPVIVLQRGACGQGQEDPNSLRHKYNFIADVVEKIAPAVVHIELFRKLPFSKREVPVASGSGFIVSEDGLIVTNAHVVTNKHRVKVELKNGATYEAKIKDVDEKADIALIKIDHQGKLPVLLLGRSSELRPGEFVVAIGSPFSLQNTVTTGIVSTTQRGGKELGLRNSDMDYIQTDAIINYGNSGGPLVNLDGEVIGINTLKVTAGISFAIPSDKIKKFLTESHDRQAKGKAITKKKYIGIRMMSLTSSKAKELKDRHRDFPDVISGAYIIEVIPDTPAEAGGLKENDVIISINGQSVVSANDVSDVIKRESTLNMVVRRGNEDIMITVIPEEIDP
ABHD4 inh: inhibits mouse alpha/beta hydrolase domain 4 | Q8VD66 | purified mABHD4, FP-Rh probe fluorescence polarization | inhibition, % at 8.92 µM | 370,000 tested, 0.54% active | AID 720543;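 active = inhibition exceeding the mean over every tested compound plus 3 SD, cut at about 30% in these data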;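 also: 0% = plate median of compound wells and 100% = S159A mutant with DMSO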
Target sequence (Q8VD66 whole entry, looked up, the tested form may be a part): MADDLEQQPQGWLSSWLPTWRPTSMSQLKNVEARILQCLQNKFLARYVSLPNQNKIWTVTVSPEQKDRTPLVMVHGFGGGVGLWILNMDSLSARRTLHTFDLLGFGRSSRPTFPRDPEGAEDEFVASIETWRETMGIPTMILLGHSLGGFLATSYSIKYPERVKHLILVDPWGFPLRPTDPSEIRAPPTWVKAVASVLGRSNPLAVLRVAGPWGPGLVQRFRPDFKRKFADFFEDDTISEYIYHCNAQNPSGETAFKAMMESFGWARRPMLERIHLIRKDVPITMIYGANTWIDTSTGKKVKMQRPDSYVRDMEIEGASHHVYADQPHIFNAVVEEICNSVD
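system = mouse ABHD4 enzyme, wild type | medium = HEPES pH 7.0, NaCl, Pluronic buffer | also added = FP-Rh probe | incubation = Enzyme–compound pre-incubation 45 min, then probe 60 min, both 25 °C | technique = fluorescence polarization, excitation 525 nm, emission 598 nm, BODIPY TMR filters | controls = S159A mutant high control, sample median low control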
NPR2 activator: GC-B (human) receptor activation; activation, % at 10 µM; HEK293-GC-B cells, CNP EC30, cGMP TR-FRET; 0% at EC30 CNP, 100% saturating CNP; P20594; 370,000 tested, 0.11% active;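 active = activation at 10 µM reaching about 35% in either raw or pattern-adjusted values, limit read from the data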
NR1D1 modulator: modulators of human Rev-erb alpha DNA binding; P20393; 370,000 tested, 0.79% active; activity, % at 10 µM; Rev-erbα–FITC-DNA binding, fluorescence polarization, 90 min; AID 1259318;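 active = activity above about 14%, limit read from the data; passing the limit was not always enough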;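 also: 0% = DMSO wells with 35 nM protein and 100% = DMSO wells with 750 nM protein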
Numbers without * were called inactive; · = no result given.

SMILES	rCAG binder	PG9 binder	ASAP1 GAP inh	ARFGAP1 inh	GC-A act	SMARCA2 activ	HTRA1 inhibitor	ABHD4 inh	NPR2 activator	NR1D1 modulator
CCCCNC(=O)C1CCCN1C(=O)Nc1cc(Cl)cc(Cl)c1 (centres undefined)	3.4	·	·	·	-1.1	-6.6	·	-3.1	-10.2	4.0
Cc1ccc(-n2c(-c3cccs3)nc3nc4ccccc4nc32)cc1	3.4	-0.3	-3.3	-18.1	-0.5	-2.3	·	1.3	-5.3	-2.4
O=C(c1ccco1)N(Cc1ccco1)c1ccc(O)cc1	0.1	0.9	-3.2	0.0	3.1	0.4	-0.2	5.3	-2.4	-4.1
O=C(NC(NC(=S)Nc1cc(Cl)ccc1Cl)C(Cl)(Cl)Cl)c1ccco1 (centres undefined)	16.2	1.2	-3.3	10.2	-4.3	-3.0	-27.7	-44.9	3.4	1.8
Cc1ccc(OCC(=O)Nc2ccccc2C(N)=O)cc1	0.8	3.3	7.9	-2.6	-0.6	4.9	0.7	-3.0	-4.9	6.1
N#Cc1ccc(Oc2ccc(NC(=O)C3CC=CCC3C(=O)O)cc2)cc1 (centres undefined)	2.2	-0.8	-0.6	-8.6	2.1	-4.3	-9.1	-7.1	2.6	-0.7
COc1nc(Nc2ccc(C(C)C)cc2)nc(OC)n1	-1.3	-1.4	10.7	-6.1	3.5	3.5	-6.0	-4.8	-0.6	-1.3
CCC(C(=O)OC)n1cnc2c(nnn2-c2ccc(OC)cc2)c1=O (centres undefined)	-1.4	-0.9	1.3	4.5	1.2	1.9	4.1	3.5	-5.3	0.3
O=C(NCc1ccccc1)c1ccccc1OCC(=O)N1CCCCC1	-6.2	-1.5	0.1	4.4	-1.0	6.2	7.0	0.3	3.2	-6.8
CSc1ccccc1OCc1cc(C(=O)NCC(C)(C)N2CCOCC2)no1	-9.1	-1.8	4.6	11.6	6.4	0.3	1.1	1.4	4.6	-4.8
OC(CC#CCN1CCOCC1)(c1ccccc1)c1ccccc1	-8.7	-0.1	0.4	-8.4	-1.1	-1.6	2.9	0.4	-1.9	-4.7
O=C(C[C@@H]1C=C[C@@H](NC(=O)c2cccnc2)[C@@H](CO)O1)NCc1ccncn1	2.7	-0.5	9.8	1.1	0.3	-3.2	·	7.1	4.2	-0.5
O=C(COc1ccc(Br)cc1)N1CCC(c2ccccc2)C1 (centres undefined)	-6.6	1.1	-0.4	-0.4	2.9	1.2	-12.0	-1.5	3.2	2.9
C=CCN(CC=C)CC(=O)Nc1cccc(Oc2cnccn2)c1	-6.2	0.8	-4.7	-2.4	-0.6	-0.5	0.1	0.4	-6.9	5.4
C[n+]1ccc(C(=O)Nc2ccccc2Cl)cc1	-1.6	1.0	3.2	3.2	2.8	0.1	-1.2	5.1	9.5	3.5
O=c1c2cc(F)ccc2sn1-c1ccccc1	3.2	0.9	8.4	10.4	8.5	4.5	-0.7	19.9	13.6	0.6
Cc1c(C#N)sc(C(N)=O)c1C	1.6	0.9	4.2	7.3	1.3	-0.3	3.5	-1.7	-0.6	-2.6
CCCCNC(=O)Oc1ccc(C(=O)N2c3ccccc3NC(=O)C2C)cc1 (centres undefined)	1.4	1.8	4.2	7.5	2.5	-2.8	-4.7	1.5	0.8	-0.9
O=C(NCC(O)c1ccccc1)c1ccccc1 (centres undefined)	-1.1	-0.6	-2.0	5.0	2.6	3.3	7.6	6.1	-3.3	-2.1
O=C1CCC(C(=O)N2CCCCO2)CN1Cc1ccc(Cl)cc1 (centres undefined)	-5.1	-1.9	-1.2	2.0	1.0	-1.3	3.2	1.1	0.2	-7.8
O=C(NCCN1CCCc2ccccc21)C1CCC(=O)N(CCc2ccccc2)C1 (centres undefined)	3.9	1.2	-18.9	0.4	4.2	1.6	6.6	0.7	2.0	-0.6
Cc1oc(C)c(C(=O)Nc2ccc(CC(=O)O)cc2)c1C(=O)Nc1ccc(CC(=O)O)cc1	5.0	-2.4	-18.3	-5.3	2.1	-5.1	-2.4	4.7	-0.1	-2.5
Cc1ccc(C)c(S(=O)(=O)N=Nc2c(O)[nH]c3ccccc23)c1	-2.7	-2.5	-14.6	9.8	1.4	3.5	17.5	2.9	3.8	5.5
Clc1ccc(-c2nnc(NC3=NCCCCC3)o2)cc1	-3.2	-0.1	3.9	0.3	7.7	1.6	-4.0	1.0	-0.8	-0.5
CCc1cc(=O)oc2cc(OCC(=O)N3CC[C@@]4(O)CCCC[C@H]4C3)ccc12	-6.4	0.3	4.4	1.5	-3.9	1.0	6.3	0.8	-2.2	-3.8
COc1ccc2c(c1)c(C(=O)N/N=C/c1ccc(Cl)cc1)c(C)n2C	-0.1	-0.7	14.5	5.4	3.1	-1.5	-6.5	-3.8	-0.4	-6.7
COc1cccc(Oc2ccc(C(F)(F)F)cc2N)c1	-1.6	-0.8	0.9	-2.7	2.0	-1.0	-5.2	-3.8	1.4	-2.2
O=C(Nc1nc2ccccc2n1CCOc1ccc(Cl)cc1)c1ccco1	4.9	-1.1	-10.7	1.9	1.8	-0.3	-18.8	-9.1	0.3	-0.9
Cc1ccc(C(=O)NC2CCN(CCCC(=O)c3ccc(F)cc3)CC2)cc1	-7.0	0.0	-8.2	2.3	7.5	-1.0	8.6	0.8	-8.1	-0.9
COc1ccc(-c2cccc([C@H]3[C@@H]4C=CCC[C@@]4(C)C(=O)N3Cc3ccccc3)c2)cc1	4.0	-0.1	2.5	-12.6	1.2	-0.6	-50.9	-5.8	-4.8	-5.0
COc1ccc2ccccc2c1C1NC(=O)c2ccccc2N1 (centres undefined)	0.6	-2.7	-8.6	2.8	-0.8	0.7	-9.6	0.6	1.1	2.3
Cc1cccc(NC(=O)C2CCCN(C(=O)Nc3ccc(F)cc3)C2)c1C (centres undefined)	-4.0	-4.6	-17.6	8.0	-5.9	-2.2	-0.3	8.4	-6.7	12.4
O=C1Nc2ccccc2N=C(c2ccccc2)C1N1CCOCC1 (centres undefined)	-0.1	-1.7	5.7	8.3	-2.9	1.6	14.5	2.0	6.3	0.4
Cc1noc(NS(=O)(=O)c2ccc(NC(=O)CSc3nc4c(cc3C#N)CCC4)cc2)c1C	25.7	-0.5	-7.3	-3.0	0.3	-1.3	-0.9	7.8	-13.4	-0.4
CN(C)c1cccc(/C=C2\CC3(OC(=O)C4CCCC4)CCCN2C3)c1 (centres undefined)	4.4	·	·	·	-2.4	-1.7	·	8.1	-10.3	6.0
CN1C(=O)CC(P(=O)(c2ccccc2)c2ccccc2)N(C)C1=O (centres undefined)	-1.6	-2.3	-15.5	-5.6	5.2	2.6	1.7	3.1	7.6	-3.1
CCN(CC)C(=O)C(c1ccccc1)S(=O)(=O)N1CCOCC1 (centres undefined)	-0.5	-0.6	-22.4	-1.7	-0.7	0.4	0.7	1.1	1.1	-1.1
COc1cccc(NC(=O)C2(C)CCN2Cc2ccc3ccccc3c2)c1 (centres undefined)	0.1	-0.5	8.9	9.2	-0.7	0.8	·	-18.3	-4.9	2.9
COC(=O)CSc1nc(C)c2c(n1)CCCC2	-1.3	-1.1	-5.4	1.9	4.0	1.3	-1.1	3.1	2.8	-0.3
Cc1ccc(C)n1-c1ccc(C#N)cn1	-2.5	-1.6	6.2	-6.5	1.5	-1.5	-6.0	2.1	10.1	-4.8
CC(=O)N1CCC(=NNc2nc3ccccc3s2)CC1	6.7	-3.3	2.3	0.0	3.5	1.2	10.1	32.6*	-2.7	9.4
CCCCCCN1C[C@H](n2cc(-c3ccc(F)cc3)nn2)[C@@H](O)C[C@@H]1c1ccc(C)cc1	5.5	0.0	10.9	1.6	-4.3	-4.7	-87.3	-2.5	-5.8	-0.2
CC(=O)Nc1ccc(S(=O)(=O)NCCC(=O)NCC2COc3ccccc3O2)cc1 (centres undefined)	-0.1	-1.3	-1.4	-8.7	2.0	-1.6	-0.6	-2.5	9.8	-6.4
COc1cc(/C=N/n2c(-c3ccccc3)n[nH]c2=S)ccc1O	-4.2	1.5	13.9	13.5	-3.8	-1.0	15.1	-1.6	-2.2	5.7
c1ccc2c(c1)N=C(N1CCN(Cc3ccc4c(c3)OCO4)CC1)c1ccccc1S2	4.9	·	·	·	-17.5	-4.2	·	2.9	-11.5	-0.1
COc1cc(NC(=O)c2onc(C)c2Cl)cc(OC)c1OC	-2.8	-1.4	-8.0	9.3	0.5	-1.3	8.1	6.2	0.0	1.3
Cc1oc(-c2cc3c(cc2Cl)OCO3)nc1CN1CCCC1c1ccc(F)cc1 (centres undefined)	-0.6	-0.1	-0.8	0.5	-5.1	-0.6	-20.8	4.7	-3.4	5.0
O=Cc1ccc(OC2OCCOC2Oc2ccc(C=O)cc2)cc1 (centres undefined)	0.1	-4.1	5.5	-3.4	-1.6	-0.3	-13.7	-3.8	3.1	-2.5
N#CC1=C(N)Oc2ccccc2C12C(=O)Nc1n[nH]c(-c3ccccc3)c12 (centres undefined)	0.1	3.9	8.5	0.2	-8.9	0.5	-5.6	-11.0	4.6	-6.0
Cc1ccc(C(C(=O)NCC2CCCO2)N(C(=O)c2snc(C(N)=O)c2N)c2ccc(F)cc2)o1 (centres undefined)	-3.6	-1.2	-6.4	-1.0	-13.4	-1.9	-7.5	3.7	-4.8	0.7
CC/C(C)=N/Nc1ccc(S(=O)(=O)N2CCCC2)cc1[N+](=O)[O-]	4.1	-1.5	4.8	-4.8	0.6	-6.8	-0.5	1.4	-6.0	-4.5
NS(=O)(=O)c1ccc(NC(=O)COc2ncnc3sccc23)cc1	12.4	-1.4	-16.1	-5.9	3.2	-0.5	-1.8	-13.7	-5.1	3.6

By substructure: the entries above containing fluorine.
SMILES	rCAG binder	PG9 binder	ASAP1 GAP inh	ARFGAP1 inh	GC-A act	SMARCA2 activ	HTRA1 inhibitor	ABHD4 inh	NPR2 activator	NR1D1 modulator
O=c1c2cc(F)ccc2sn1-c1ccccc1	3.2	0.9	8.4	10.4	8.5	4.5	-0.7	19.9	13.6	0.6
COc1cccc(Oc2ccc(C(F)(F)F)cc2N)c1	-1.6	-0.8	0.9	-2.7	2.0	-1.0	-5.2	-3.8	1.4	-2.2
Cc1ccc(C(=O)NC2CCN(CCCC(=O)c3ccc(F)cc3)CC2)cc1	-7.0	0.0	-8.2	2.3	7.5	-1.0	8.6	0.8	-8.1	-0.9
Cc1cccc(NC(=O)C2CCCN(C(=O)Nc3ccc(F)cc3)C2)c1C (centres undefined)	-4.0	-4.6	-17.6	8.0	-5.9	-2.2	-0.3	8.4	-6.7	12.4
CCCCCCN1C[C@H](n2cc(-c3ccc(F)cc3)nn2)[C@@H](O)C[C@@H]1c1ccc(C)cc1	5.5	0.0	10.9	1.6	-4.3	-4.7	-87.3	-2.5	-5.8	-0.2
Cc1oc(-c2cc3c(cc2Cl)OCO3)nc1CN1CCCC1c1ccc(F)cc1 (centres undefined)	-0.6	-0.1	-0.8	0.5	-5.1	-0.6	-20.8	4.7	-3.4	5.0
Cc1ccc(C(C(=O)NCC2CCCO2)N(C(=O)c2snc(C(N)=O)c2N)c2ccc(F)cc2)o1 (centres undefined)	-3.6	-1.2	-6.4	-1.0	-13.4	-1.9	-7.5	3.7	-4.8	0.7
